Screening results: PubChem, several laboratories
ZTA counter: ZTA (EBV) inhibition in EBNA-1 counter-screen | actives 0.15% (n = 320,000) | ZTA-DNA binding, fluorescence polarization | AID 2234 | inhibition, % at 11 µM; in the data active means inhibition above about 33%
procasp3 activ: procaspase-3 (human) activation; P42574; recombinant procaspase-3 D3A, Ac-DEVD-pNA absorbance 405 nm; activation, % at 8.5 µM; actives 0.11% (n = 330,000); AID 463141;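 active means activation above the mean of all tested compounds plus 3 SD, cut at about 21% in these data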;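 further: 0% = DMSO alone and 100% = DMSO wells spiked with extra 5 µM PC-3 D3A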
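Compound: 8.5 µM single point, 0.8% DMSO / Material: Autoprocessing-dead procaspase-3 D3A mutant enzyme / Timing: 1 h preincubation plus 2 h reaction at 25 °C / Medium: Zinc-free HEPES/NaCl buffer with 0.01% Triton X-100 at pH 7.4 / Technique: 405 nm absorbance of p-nitroaniline, reads at 0 and 120 min / Repeats: one well per compound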
proCasp7 act: counter-screen for procaspase-3 activators: activators of human procaspase-7. actives 0.093% (n = 330,000). activation, % at 8.5 µM. AID 463210. recombinant procaspase-7, Ac-DEVD-pNA absorbance 405 nm; D23A/D198A/D206A triple mutant, cannot self-cleave; scale: DMSO 0, 5 µM enzyme 100;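 active means percent activation above the screen-wide mean plus 3 SD, cut at about 25% in these data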
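System: Procaspase-7 triple mutant (PC-7 D3A); measure: % activation from two-timepoint absorbance difference, scaled to controls; times: 1 h compound preincubation, 2 h substrate cleavage, 25 °C; also added: Ac-DEVD-pNA substrate, 400 µM as added; measured by: Epi-absorbance of released pNA at 405 nm, two timepoints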
RPL19A-GFP yeast: yeast TOR pathway RPL19A-GFP modulation; actives 0.3% (n = 330,000); S. cerevisiae RPL19A-GFP strain, flow cytometry, 3 h; stronger effect = lower value; AID 2025; percent response vs DMSO, % at 10 µM;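 active means percent response vs DMSO below 50%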;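 further: median channel GFP fluorescence of the barcoded RPL19A-GFP strain; ratio of sample median GFP to plate DMSO average so 100% = DMSO; lower means less RPL19A-GFP as with rapamycin TOR inhibition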
AHR activator: activators of human aryl hydrocarbon receptor; P35869; AHR-responsive luciferase reporter cells, luminescence; activation, % at 5 µM; actives 2.5% (n = 320,000); AID 2796; in the data active means activation above about 47%;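 further: 0% = vehicle wells and 100% = reference agonist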
MEP2 TOR yeast: modulators of TOR pathway MEP2-GFP in S. cerevisiae; S. cerevisiae MEP2-GFP strain, flow cytometry GFP, 3 h; 100% = DMSO control level; GFP response vs DMSO, % at 10 µM; actives 0.51% (n = 330,000); AID 2016;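 active means GFP response versus DMSO above a set limit, roughly screen mean plus 3 SD, cut at about 180% in these data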;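 further: median GFP fluorescence of the barcode-gated MEP2-GFP cells per well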
EBNA-1 inhibitor: blocks EBNA-1 binding to DNA. EBNA-1 DNA binding, fluorescence polarization. inhibition, % at 14.8 µM. AID 1950. actives 0.34% (n = 300,000); in the data active means inhibition above about 28%
LAP4 TOR yeast: modulators of TOR pathway LAP4-GFP in S. cerevisiae; S. cerevisiae LAP4-GFP multiplex, flow cytometry GFP, 3 h; median GFP as percent of DMSO wells; GFP response vs DMSO, % at 10 µM; actives 0.34% (n = 320,000); AID 2023;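 active means GFP response vs DMSO above a set limit, about the screen mean plus 3 SD, cut at about 150% in these data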
An asterisk follows results filed as active; . = not tested or not shown. An unsorted share of the library. Share with any hit: about 3.8%.

SMILES | ZTA counter | procasp3 activ | proCasp7 act | RPL19A-GFP yeast | AHR activator | MEP2 TOR yeast | EBNA-1 inhibitor | LAP4 TOR yeast
COC(=O)c1sc2ncn(N)c(=O)c2c1C | -15 | 2 | 11 | 96 | 1 | 96 | -7 | 104
O=C(CSc1nnc(-c2cccnc2)n1CCc1ccccc1)N1CCCCC1 | 1 | 6 | 5 | 104 | 1 | 97 | -2 | 101
COc1ccc([N+](=O)[O-])cc1COc1ccc2c(-c3ccccc3)cc(=O)oc2c1 | 0 | 4 | -4 | 89 | 0 | 92 | -2 | 84
N/C(=N\OC(=O)c1ccc(Cl)cc1)c1ccccn1 | -5 | 1 | 13 | . | -15 | 98 | 4 | 111
CCOC(=O)C1C(c2cccs2)NC(=O)N(C)C1(O)C(F)(F)F (stereo unspecified) | 4 | 6 | 9 | 99 | 0 | 103 | 1 | 96
O=C(O)CCc1ccc(-c2ccc(Cl)cc2)n1CC(=O)Nc1ccccc1 | -5 | -1 | -5 | 99 | 2 | 103 | 5 | 97
O=Cc1ccc(OC(=O)C2CC(=O)N(c3ccc(F)cc3)C2)cc1 (stereo unspecified) | -8 | 6 | 11 | 100 | 0 | 100 | 9 | 95
COc1ccc(CC(=O)NNc2ncnc3c2cnn3C)cc1 | 4 | 9 | 6 | 99 | -1 | 103 | 8 | 98
O=C(NCc1ccc(Cl)cc1)C(=O)NCC(c1cccnc1)N1CCN(c2ccc(F)cc2)CC1 (stereo unspecified) | -3 | -7 | -2 | 110 | 8 | 105 | -10 | 92
Cc1nc2ncccn2c1-c1csc(Nc2ccc(S(N)(=O)=O)cc2)n1 | -2 | -2 | -16 | 100 | 17 | 103 | -5 | 107
COc1cc(Cl)ccc1OCc1cc(C(=O)N(C)Cc2cn(C)nc2C)no1 | -3 | -4 | 9 | 97 | -2 | 100 | 6 | 112
COC(=O)C1=C(C)N(Cc2ccccc2)C(=NCc2ccc3c(c2)OCO3)N[C@H]1c1ccccc1 | . | 1 | 2 | 101 | 2 | 86 | . | 78
Cc1ccc2occ(CN3CCN(c4ccccc4)CC3)c(=O)c2c1 | 14 | 4 | 6 | 98 | -2 | 105 | 0 | 99
N#Cc1cc2ccccc2nc1SCC(=O)Nc1ccc(S(=O)(=O)N2CCCC2)cc1 | 15 | 2 | -6 | 99 | -9 | 100 | 6 | 95
CCc1ccccc1NC(=O)CNC(=O)CSC(=S)N1CCCC1 | 6 | -8 | 6 | 95 | -2 | 93 | . | 93
CCOC(=O)CC1C(=O)NCCN1S(=O)(=O)c1ccc(Cl)cc1Cl (stereo unspecified) | 13 | -14 | 3 | 98 | -1 | 106 | 1 | 98
COc1cc(C2Nc3c(F)cccc3C3C=CCC32)cc(Br)c1OC (stereo unspecified) | 3 | -3 | -8 | 106 | 6 | 100 | 3 | 115
CC1(C)CC(NC(=O)C2CCCCC2C(=O)O)CC(C)(C)N1 (stereo unspecified) | 6 | 0 | 0 | 102 | 2 | 100 | -1 | 105
Cc1sc2nc(CN3CCOCC3)nc(NCCc3ccccc3)c2c1C | 0 | 3 | -10 | 86 | 0 | 93 | 3 | 93
Cc1noc(C)c1C(=O)OC(C)C(=O)N1CCc2ccccc21 (stereo unspecified) | 9 | 6 | 1 | 100 | 1 | 101 | . | 103
Cc1cccc(OCCOC(=O)CN2C(=O)NC3(CCCC3)C2=O)c1 | -9 | -9 | -6 | 79 | 4 | 88 | -17 | 147
COc1ccccc1NS(=O)(=O)c1cccc(NC(=S)NCCN2CCOCC2)c1 | 1 | 7 | 6 | 100 | 1 | 100 | -5 | 95
N#Cc1c(SCC(=O)Nc2nncs2)sc2c(O)cc(=O)[nH]c12 | 8 | -20 | -17 | 98 | 50* | 100 | 18 | 96
O=C1NN(c2ccc(F)cc2)C(=O)/C1=C/c1cccs1 | 0 | -3 | -4 | 100 | 1 | 96 | 4 | 82
CC(C)N(c1nnc(N)s1)C(C)C | 4 | -3 | 11 | 99 | 2 | 102 | -3 | 104
Cn1c(=O)[nH]c(=O)c2c1nc(NC1CCCCC1)n2Cc1ccccc1 | -2 | 0 | -3 | 103 | 8 | 102 | -12 | 91
O=C(NC1CCc2ccccc21)c1cc(COc2c(F)cccc2F)on1 (stereo unspecified) | -22 | 5 | 1 | 101 | 7 | 100 | -3 | 105
CN(CCCCCC(=O)/C=N/O)Cc1ccccc1 | -10 | 6 | -2 | 107 | -1 | 101 | 16 | 94
N#Cc1c(NC(=O)CSc2n[nH]c(Cc3ccccc3)n2)oc(-c2ccccc2)c1-c1ccccc1 | -7 | -2 | -6 | 100 | 2 | 105 | 3 | 113
COc1ccc(N2C(=O)c3cccc4cc(Br)cc(c34)C2=O)cc1 | 5 | 4 | -9 | 102 | 5 | 96 | 10 | 82
O=C(N[C@H]1C/C=C\C[C@H](CC(=O)N(CCO)Cc2ccccc2)C(=O)NC[C@H](c2ccccc2)OC1=O)OCC1c2ccccc2-c2ccccc21 | . | -7 | 8 | 95 | 1 | 103 | . | 94
CCCCCCCN(C(=O)CCl)c1cccc(C)c1 | -4 | -6 | -3 | 102 | 2 | 108 | -7 | 105
O=C(N/N=C/c1cc(Br)c(Br)o1)C(O)c1ccccc1 (stereo unspecified) | -12 | 4 | -1 | 105 | 3 | 101 | 7 | 91
CC(=O)Nc1cccc(NC(=O)C2CCCN2C(=O)Nc2cccc(C)c2)c1 (stereo unspecified) | -4 | 3 | -11 | 99 | -1 | 106 | 0 | 100
Cc1cc(NO)c(C(C)C)cc1N=O | 2 | -7 | 11 | 105 | 0 | 117 | 6 | 108
COCOc1cc(O)c(C(=O)/C=C/c2ccccc2)c(OCOC)c1 | -10 | 7 | -3 | 98 | 18 | 102 | -8 | 99
Cc1ccc(NCc2ccccc2OCc2ccccc2F)cc1 | 4 | 3 | 5 | 99 | 106* | 99 | -7 | 98
Cc1nn(C)c(C)c1CN(Cc1nc(-c2cc(F)ccc2F)oc1C)C1CC1 | -10 | 4 | 13 | 97 | 4 | 102 | 2 | 99
CCOC(=O)CN(Cc1sccc1C)C(=O)Nc1ccc(OCC)cc1 | 11 | -5 | 4 | 95 | -9 | 104 | 6 | 93
COc1cc2c(cc1OC)C(COc1ccc3c(C)cc(=O)oc3c1)N(C(=O)c1ccco1)CC2 (stereo unspecified) | -6 | 3 | -3 | 102 | 0 | 103 | 3 | 98
COCCNC(=S)N/N=C/c1ccc(-c2ccc([N+](=O)[O-])cc2)o1 | 15 | -9 | -19 | 99 | 128* | 110 | 10 | 112
CCNC(=S)Nc1cccc(S(=O)(=O)Nc2ccccc2OC)c1 | -6 | 1 | -5 | 105 | 4 | 108 | 3 | 101
Cc1cc(C)c(C)c(C(=O)CSc2nnc(-c3ccc4[nH]c(C)c(C)c4c3)o2)c1C | 14 | 6 | 2 | 103 | 25 | 111 | 2 | 108
O=C(COc1ccc(Br)cc1Cl)NC(=O)NC1CCCC1 | -5 | 3 | 5 | 101 | -2 | 108 | . | 112
CC(=O)N(C)N(C)c1cc(C)nc(N)n1 | -8 | 6 | 7 | 104 | 0 | 103 | 1 | 104
COc1ccc(/C=N/n2cnn(Cc3ccccc3Cl)c2=S)cc1OC | -4 | -7 | -8 | 97 | 4 | 89 | -8 | 93
O=C(CCCN1C(=O)/C(=C\c2cccs2)SC1=S)NNC(=O)c1cccnc1 | 2 | -16 | -7 | 85 | 10 | 100 | -18 | 85
CN1CCN(c2ccc(S(=O)(=O)N3CCCCC3)cc2NC(=O)Cc2ccccc2F)CC1 | -2 | 8 | -8 | . | 2 | . | -7 | .
Cc1oc(-c2ccc(Cl)cc2)nc1CS(=O)CC(=O)NCCCN1CC(C)CC(C)C1 (stereo unspecified) | 11 | 7 | -5 | 94 | 1 | 97 | -3 | 92
S=C(NCc1cccs1)Nc1ccccc1 | -20 | 4 | 15 | 86 | -2 | 107 | 7 | 115

Single values from the results shown.
RPL19A-GFP yeast, `S=C(NCc1cccs1)Nc1ccccc1` : 86
RPL19A-GFP yeast, `CC(=O)N(C)N(C)c1cc(C)nc(N)n1` : 104

Going on with the list:
SMILES | ZTA counter | procasp3 activ | proCasp7 act | RPL19A-GFP yeast | AHR activator | MEP2 TOR yeast | EBNA-1 inhibitor | LAP4 TOR yeast
C=CCN1C(=O)C(O)(CC(=O)c2ccccn2)c2ccccc21 (stereo unspecified) | -7 | 3 | -4 | 104 | 3 | 100 | -5 | 102
Cc1cc(C(=O)NC2CC(C)(C)Cc3c2cnn3-c2cccc(F)c2)nn1C (stereo unspecified) | 1 | -2 | 12 | 99 | -2 | 113 | -5 | 110
COc1ccc(CN2C(=O)COc3ccccc32)cc1 | 3 | -5 | -1 | 108 | 2 | 111 | -8 | 105
COc1cc(C(=O)ON=C2C=C(C)C(=O)C(C)=C2)cc(OC)c1OC | -4 | 3 | 5 | 100 | 2 | 97 | -1 | 97
N/C(=N\OC(=O)c1ccc(Cl)cc1Cl)c1cccnc1 | -4 | 11 | -12 | 104 | 27 | 102 | 1 | 111
COc1ccc(C(=O)N2CCC(CCC(=O)Nc3cccc(C)c3)CC2)cc1 | -12 | 3 | -2 | 105 | 0 | 98 | -3 | 96
CC(C)c1ccc(NC(=O)c2cccc(NC3=NC4CS(=O)(=O)CC4S3)c2)cc1 (stereo unspecified) | -4 | -1 | -1 | 107 | 1 | 97 | -12 | 105
CCOc1ccc(CN(C)C(=O)c2cc3ccccc3o2)cc1OC | -1 | -7 | 4 | 101 | 4 | 101 | -2 | 103
CCOC(=O)C(NC(C)=O)C(=O)Nc1ccc(C)cc1C (stereo unspecified) | -2 | 0 | 10 | 101 | -2 | 100 | 2 | 88
O=C(Nc1nccs1)C1CCN(S(=O)(=O)c2ccccc2)CC1 | -6 | 3 | -4 | 102 | -2 | 100 | -7 | 96
Cc1cc(C)cc(NC(=S)NC2CC3CCCC(C2)N3C2CCCC2)c1 (stereo unspecified) | 11 | -3 | 2 | 99 | 1 | 103 | -3 | 99
O=C(NCC(c1cccnc1)N1CCOCC1)c1cccs1 (stereo unspecified) | 14 | -1 | 3 | 100 | -1 | 106 | 0 | 117
CC1CC(C)CN(c2oc(Cc3ccccc3)nc2C#N)C1 (stereo unspecified) | 6 | -4 | 7 | 100 | 8 | 108 | -1 | 102
Cc1cc(NC(=O)CSCc2nc(-c3cccc(Cl)c3)oc2C)no1 | 14 | -1 | 3 | 98 | -4 | 99 | 10 | 104
COc1ccc(C(C(=O)NCC2CCCO2)N(C(=O)c2snc(C(N)=O)c2N)c2ccccc2C)cc1OC (stereo unspecified) | 1 | -5 | 1 | 93 | 1 | 91 | -4 | 103
O=c1c(CN2CCN(c3ccccn3)CC2)coc2ccccc12 | -4 | 0 | -3 | 105 | -2 | 110 | 10 | 95

Grouped by structure: those above containing bromine.
SMILES | ZTA counter | procasp3 activ | proCasp7 act | RPL19A-GFP yeast | AHR activator | MEP2 TOR yeast | EBNA-1 inhibitor | LAP4 TOR yeast
COc1cc(C2Nc3c(F)cccc3C3C=CCC32)cc(Br)c1OC (stereo unspecified) | 3 | -3 | -8 | 106 | 6 | 100 | 3 | 115
COc1ccc(N2C(=O)c3cccc4cc(Br)cc(c34)C2=O)cc1 | 5 | 4 | -9 | 102 | 5 | 96 | 10 | 82
O=C(N/N=C/c1cc(Br)c(Br)o1)C(O)c1ccccc1 (stereo unspecified) | -12 | 4 | -1 | 105 | 3 | 101 | 7 | 91
O=C(COc1ccc(Br)cc1Cl)NC(=O)NC1CCCC1 | -5 | 3 | 5 | 101 | -2 | 108 | . | 112
